697 NFkB inh: lowers PMA/ionomycin-induced NF-kB signal in 697 B cells; 697 B-cell NF-kB luciferase reporter, 16 h; inhibition, % at 4 µM; hit rate 0.33% among 330,000; in the data active = inhibition above about 35%
tim23-1 inh: growth inhibitors of tim23-1 mutant yeast. AID 463212. inhibition, % at 20 µM. hit rate 1.3% among 330,000. S. cerevisiae tim23-1 growth, BacTiter-Glo luminescence, 24 h;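 active = growth inhibition of the mutant yeast at or above 50%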;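 note: temperature-sensitive mutant grown at 25 °C; plate controls were DMSO-treated mutant yeast for no effect and medium wells lacking yeast for full effect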
Jurkat NFkB inh: inhibitors of the PMA/ionomycin-induced NF-kB reporter in Jurkat cells; PMA/ionomycin-induced NF-kB luciferase reporter, luminescence; inhibition, % at 4 µM; hit rate 0.53% among 330,000; AID 435003; in the data active = inhibition above about 50%
Mdm2-MdmX inh: disrupts the human Mdm2-MdmX interaction. inhibition, % at 8 µM. hit rate 3% among 330,000. O15151+Q00987. AID 485346. SaOS-2 split-luciferase Mdm2/MdmX complementation, luminescence;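 active = inhibition of at least 50% at 8 µM in the primary screen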
Target sequence (O15151 whole entry, looked up): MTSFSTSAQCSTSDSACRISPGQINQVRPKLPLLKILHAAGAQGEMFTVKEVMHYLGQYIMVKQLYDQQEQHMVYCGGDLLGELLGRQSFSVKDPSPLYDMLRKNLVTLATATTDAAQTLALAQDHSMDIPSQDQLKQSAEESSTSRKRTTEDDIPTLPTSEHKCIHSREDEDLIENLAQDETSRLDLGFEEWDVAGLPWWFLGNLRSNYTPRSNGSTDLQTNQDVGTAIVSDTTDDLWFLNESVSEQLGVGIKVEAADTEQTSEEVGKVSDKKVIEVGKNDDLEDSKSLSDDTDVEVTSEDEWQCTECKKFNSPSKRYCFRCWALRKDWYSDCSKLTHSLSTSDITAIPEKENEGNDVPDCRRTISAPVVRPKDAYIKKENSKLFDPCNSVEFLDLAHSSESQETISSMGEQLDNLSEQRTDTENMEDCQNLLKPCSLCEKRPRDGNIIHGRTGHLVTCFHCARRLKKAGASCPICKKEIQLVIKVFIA
Target sequence (Q00987 whole entry, looked up): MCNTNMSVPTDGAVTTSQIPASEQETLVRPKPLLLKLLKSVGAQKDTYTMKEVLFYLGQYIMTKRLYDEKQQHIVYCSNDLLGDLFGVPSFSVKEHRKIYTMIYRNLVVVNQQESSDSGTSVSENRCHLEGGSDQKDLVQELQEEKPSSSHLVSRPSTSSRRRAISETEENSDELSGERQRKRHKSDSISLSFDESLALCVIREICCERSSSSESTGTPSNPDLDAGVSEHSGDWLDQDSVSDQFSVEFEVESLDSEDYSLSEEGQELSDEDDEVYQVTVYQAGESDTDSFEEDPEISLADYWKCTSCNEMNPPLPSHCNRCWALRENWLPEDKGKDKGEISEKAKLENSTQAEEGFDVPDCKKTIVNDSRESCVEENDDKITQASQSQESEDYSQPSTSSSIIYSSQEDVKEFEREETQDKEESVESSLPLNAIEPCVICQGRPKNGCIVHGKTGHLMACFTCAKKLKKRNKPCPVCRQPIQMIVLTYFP
TIM10 inh: growth inhibitors of TIM10 yeast strain. AID 463195. hit rate 1.4% among 330,000. inhibition, % at 10 µM. S. cerevisiae TIM10 strain growth, BacTiter-Glo luminescence, 24 h;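 active = inhibition of 40% or more at the single tested concentration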;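 note: wild-type TIM10 isogenic control strain grown at permissive 25 °C; 0% = DMSO yeast wells and 100% = minimal medium wells without yeast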
UPR CHOP act: activators of apoptotic arm of unfolded protein response (CHOP). CHO-CHOP luciferase reporter, UPR activation, luminescence; percent of tunicamycin response over DMSO baseline. activation, % at 10 µM. hit rate 0.34% among 330,000;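 active = at 10 µM dose, activation of 40% or more, normalized to positive control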;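 note: 100% = tunicamycin at 10 µg/mL and 0% = DMSO alone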
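Material: CHO-CHOP cells, stable luciferase reporter of PERK-eIF2a-CHOP signalling; quantity: 500 reporter cells seeded per well; buffer or medium: F12 medium containing 10% fetal bovine serum; compound: one dose, 10 µM in 0.5% DMSO; incubation: 6 h compound treatment, 37 °C; measured by: Steady-Glo luciferase luminescence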
tim10-1 inh: inhibits growth of tim10-1 mutant yeast. hit rate 2.2% among 330,000. inhibition, % at 20 µM. S. cerevisiae tim10-1 ts strain growth, BacTiter-Glo, 24 h;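 active = inhibition of at least 40%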;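 note: mutant grown at 25 °C; 0% = DMSO wells with yeast and 100% = wells holding no yeast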
UPR XBP1 act: adaptive UPR (XBP1) activation | activation, % at 20 µM | CHO-XBP1 luciferase reporter, IRE1-XBP1 UPR activation, luminescence; percent of tunicamycin response, DMSO as zero | hit rate 0.33% among 330,000;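 active = versus positive control, 20 µM dose yields 30% or more activation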;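 note: 100% = tunicamycin at 10 µg/mL and 0% = DMSO only wells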
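Material: CHO-XBP1 cells stably carrying IRE1-XBP1-driven luciferase reporter | Medium: F12 with 10% serum | Compound dosing: 20 µM single concentration, DMSO 1% | Incubation: Overnight seeding at 37 °C, 6 h compound treatment at 37 °C | Detection: Steady-Glo luminescence read | Read-out basis: % activation of reporter signal versus tunicamycin and DMSO controls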
The depositor's hits bear a star.

Compound | Jurkat NFkB inh | 697 NFkB inh | tim10-1 inh | tim23-1 inh | UPR XBP1 act | TIM10 inh | UPR CHOP act | Mdm2-MdmX inh
O=C(CN1C(=O)c2ccccc2C1=O)Nc1ccc(S(=O)(=O)N2CCOCC2)cc1 | 6.6 | 14.1 | -7.7 | -1.2 | -3.9 | 1.0 | 0.5 | -19.7
N/C(=N\OC(=O)/C=C/c1ccccc1)c1ccc(Cl)cc1 | 2.2 | 8.1 | 8.4 | 11.1 | -0.2 | 15.0 | 1.3 | 13.3
Cn1cccc1C(=O)NC(=O)CSc1nc2ccccc2s1 | -2.5 | -14.5 | 14.6 | -5.2 | -1.9 | 2.9 | 1.5 | -5.2
O=C(Cc1ccc(S(=O)(=O)N2CCOCC2)s1)NCC1CCCCC1 | -0.3 | 3.6 | 25.4 | 1.9 | -0.5 | -18.3 | -1.6 | 10.3
CC(=O)Nc1ccc(NC(=O)C(C)OC(=O)CCN=C2NS(=O)(=O)c3ccccc32)cc1 (stereo not drawn) | 16.5 | 10.5 | -11.3 | 6.2 | -1.2 | 4.8 | 0.9 | 15.7
COc1ccc(OCCNC(=O)CCCO)cc1 | 15.2 | -4.3 | -11.4 | 19.6 | -0.5 | 4.0 | -1.2 | 21.7
Cc1c(/C=C(\C#N)C(=O)NCc2ccccc2)cc(C#N)n1C | 17.5 | 12.8 | 0.4 | 3.1 | -1.9 | -4.9 | 2.2 | 24.1
CN(C(=O)c1ccc(-c2nn(C)c(=O)c3ccccc23)cc1)c1ccccc1 | 21.3 | 2.1 | 20.0 | 31.1 | 0.6 | 12.9 | 0.8 | 45.8
Cc1cccc(N(Cc2ccccc2)C(=O)c2cc(S(=O)(=O)N3CCOCC3)ccc2Cl)c1 | -3.5 | -1.4 | 34.9 | 28.7 | 0.6 | 13.5 | -0.3 | 19.8
NS(=O)(=O)c1ccc(-n2nncc2-c2ccco2)cc1 | -2.5 | -11.0 | 9.6 | 11.3 | 4.1 | 8.1 | -0.3 | -9.8
COc1ccc(-n2c(-c3ccccc3)cc3c2CCCC3=O)cc1 | -14.0 | 8.4 | -57.3 | 17.6 | -1.7 | -42.3 | -1.4 | 43.0
CCOc1ccccc1N(CC(=O)Nc1cccnc1)S(=O)(=O)c1ccc(C)cc1 | 10.4 | 8.9 | 10.0 | 15.5 | -2.1 | -5.0 | 0.3 | 9.8
C#CCNC(=O)C1=C[C@H](C(C)(C)C)C[C@H](OCCCCO)O1 | 2.8 | 0.3 | 10.0 | -2.4 | -0.7 | 8.0 | -0.7 | 2.5
CCCCOC(=O)C1CN(c2ccccc2)N=C1C(=O)OCC (stereo not drawn) | 5.4 | -1.1 | 7.0 | 2.2 | -1.0 | -5.4 | 1.1 | -5.2
CCOCCCNC(=S)N1CCN(Cc2ccco2)CC1 | -9.6 | 0.3 | 4.7 | 9.2 | -0.6 | 12.8 | -0.8 | -2.8
CC1CN(C(=O)c2ccc(S(=O)(=O)Nc3ccccc3Cl)cc2)CC(C)O1 (stereo not drawn) | 4.7 | 19.7 | 6.2 | 10.4 | -2.9 | 1.5 | 0.7 | 20.8
CN(C)CCNC(=O)Cn1c(=O)c2cccn2c2ccc(F)cc21 | 0.6 | 7.4 | -11.2 | 4.3 | -0.9 | 10.5 | -1.5 | 1.9
CN1/C(=C/C(=O)C2CCC2)Sc2ccccc21 | -57.0 | -61.1 | -12.1 | -9.7 | 7.3 | -19.8 | 2.2 | -48.1
NC(=O)c1ccc(-c2ccccc2F)cc1 | -12.3 | 5.5 | -1.7 | 10.2 | -2.7 | -16.7 | 3.8 | 2.9
CCOC(=O)c1nnn(-c2nc(OC)nc(N(C)C)n2)c1-c1ccccc1 | 3.8 | 6.3 | 33.1 | 38.5 | -1.0 | 38.5 | -1.6 | -12.8
O=C(NCC(=O)N1CCN(c2ccccc2F)CC1)c1ccco1 | -0.8 | 7.6 | -15.7 | 1.7 | -2.8 | -12.8 | -0.4 | 0.7
COc1ccc(NC(=O)N2CCCc3cc(C)ccc32)c(OC)c1 | 3.9 | -18.5 | 22.8 | 25.7 | -0.7 | 7.1 | 1.6 | 12.6
Cc1cc(C)c(S(=O)(=O)Nc2cccc(-n3cnnn3)c2)c(C)c1 | 12.0 | -21.3 | 15.2 | 10.1 | -3.4 | -1.7 | -0.4 | 29.8
Cc1[nH]c2ccccc2c1/C=N/Nc1ccc([N+](=O)[O-])cc1S(=O)(=O)Nc1ccc(Cl)cc1 | -4.8 | 2.6 | 9.2 | -8.3 | 2.4 | -9.3 | -1.0 | 15.1
COc1ccccc1N1CCN(C(=O)CCCn2c(=O)[nH]c3ccsc3c2=O)CC1 | 14.0 | 0.8 | 12.4 | 12.7 | -5.3 | 6.2 | 2.6 | -11.9
CCCC1=Nc2cc(C(=O)NCCN3CCOCC3)ccc2Sc2ccccc21 | -7.7 | 17.8 | -16.9 | -1.5 | -2.2 | -0.3 | -0.2 | 4.3
O=C(/C=C/c1ccccc1)NCC(=O)N/N=C/c1cccs1 | -0.9 | -20.9 | 14.9 | 12.2 | -2.7 | 9.3 | -0.5 | -3.4
CC(=O)Nc1cccc(NC(=O)C(=O)NCC(c2ccco2)N2CCc3ccccc3C2)c1 (stereo not drawn) | 23.0 | 7.7 | 21.8 | 29.8 | -0.2 | 27.2 | 2.3 | 20.0
CC(C)(C)C1CC=C2C(C#N)=C(N)C(C#N)(C#N)C(c3cccs3)C2C1 (stereo not drawn) | -6.4 | 12.3 | 17.6 | 19.8 | 1.4 | -5.9 | 3.5 | 3.0
CN1CCN(C(=O)C2=C[C@H](c3ccc4c(c3)OCO4)C[C@H](OCc3ccc(CO)cc3)O2)CC1 | 1.2 | 3.3 | 1.8 | 8.9 | 0.9 | 0.2 | 1.3 | -25.7
O=C(CNC(=S)N(Cc1ccccc1)Cc1cccnc1)NC1CCCCC1 | 10.0 | 13.5 | 18.9 | 16.5 | -0.7 | 14.1 | 0.2 | -13.8
CC(=O)Nc1oc(-c2cccc3ccccc23)nc1C#N | -17.0 | -11.6 | 14.7 | 27.1 | 7.3 | 3.2 | 1.1 | 8.6
COc1cc(C(=O)NCCSc2ccc(Br)cc2)cc(OC)c1OC | -9.4 | -1.6 | 34.6 | 21.6 | 9.0 | 9.5 | 0.4 | 8.3
CCOc1ccc(N(CC(=O)NCc2ccc(C)cc2)S(=O)(=O)c2c(C)[nH]c(=O)[nH]c2=O)cc1 | 22.0 | 2.2 | -7.6 | -10.5 | -4.7 | 11.0 | -0.9 | 23.3
CSc1nc(C)c(Cc2ccccc2)c(=O)[nH]1 | -6.6 | 3.8 | 2.8 | 17.3 | -2.3 | 5.3 | 1.8 | 11.7
CC(c1nnc(SCC(=O)Nc2cccnc2Cl)n1-c1ccccc1)N(C)C (stereo not drawn) | -18.1 | -1.0 | 13.9 | 18.6 | -4.2 | -22.1 | 0.0 | 6.8

Part of the list above in order of molecular weight, low to high.
Compound | Jurkat NFkB inh | 697 NFkB inh | tim10-1 inh | tim23-1 inh | UPR XBP1 act | TIM10 inh | UPR CHOP act | Mdm2-MdmX inh
CN(C)CCNC(=O)Cn1c(=O)c2cccn2c2ccc(F)cc21 | 0.6 | 7.4 | -11.2 | 4.3 | -0.9 | 10.5 | -1.5 | 1.9
O=C(NCC(=O)N1CCN(c2ccccc2F)CC1)c1ccco1 | -0.8 | 7.6 | -15.7 | 1.7 | -2.8 | -12.8 | -0.4 | 0.7
COc1cc(C(=O)NCCSc2ccc(Br)cc2)cc(OC)c1OC | -9.4 | -1.6 | 34.6 | 21.6 | 9.0 | 9.5 | 0.4 | 8.3

Next records follow.
Compound | Jurkat NFkB inh | 697 NFkB inh | tim10-1 inh | tim23-1 inh | UPR XBP1 act | TIM10 inh | UPR CHOP act | Mdm2-MdmX inh
O=C(O)COc1ccc(-c2nccc(-c3cccs3)n2)cc1 | 30.6 | 73.8* | 10.2 | 8.0 | -1.6 | -0.1 | -5.9 | 10.3
Cc1noc(/C=C/c2cccs2)c1S(=O)(=O)N1CCC(C(=O)NCCCN2CCC(C)CC2)CC1 | -13.0 | 5.9 | 2.9 | 0.3 | -0.4 | 12.0 | -0.9 | 23.8
Cc1[nH]nc2c1C(c1cn[nH]c1-c1ccc(F)cc1)C(C#N)=C(N)O2 (stereo not drawn) | 3.9 | 5.1 | -4.0 | 5.3 | -1.7 | 4.3 | -1.4 | 32.8
COc1cc(/C=C2\C(=N)N3N=C(C)SC3=NC2=O)cc(OC)c1OCCOc1ccccc1C | 13.6 | 3.7 | 33.1 | 28.5 | -1.5 | 8.7 | 3.8 | 14.1
COC(=O)c1cc(COc2ccc3c(c2)oc(=O)c2ccccc23)c(C)o1 | 5.1 | 9.9 | -7.7 | -3.2 | 0.5 | 0.7 | -0.9 | 35.4
O=C(Nc1ccccc1Oc1ccccc1)c1cccs1 | -25.2 | -15.8 | 13.6 | 10.1 | 0.9 | 1.0 | -1.2 | 6.4
CN(C)S(=O)(=O)c1cc(NC(=O)CSc2cccc[n+]2[O-])ccc1Cl | -6.4 | -2.9 | -9.5 | 1.8 | -2.6 | 6.5 | 0.2 | 15.2
Clc1ccc(-c2cc(COc3ccc4ccccc4c3)no2)cc1 | 14.6 | 14.5 | -2.5 | 2.5 | 5.5 | -6.8 | -1.8 | -7.0
O=C(COC(=O)/C=C/c1cccc([N+](=O)[O-])c1)NCCCN1CCCC1=O | 9.3 | 6.4 | -7.6 | 3.5 | -0.3 | 2.2 | 0.3 | 3.7
CCOc1ccc(NCc2cccn2-c2nnc(N3CCC(C(=O)NCCCN4CCCCC4C)CC3)s2)cc1 (stereo not drawn) | 9.0 | -4.2 | 20.8 | 0.7 | 2.2 | -5.1 | 2.0 | 39.5
COc1ccccc1/C=C/C=N/n1c(-c2ccccn2)n[nH]c1=S | -31.7 | -64.7 | 1.3 | 10.9 | 1.4 | 8.5 | 3.6 | -1.7
N#CC(C#N)=c1ccc2c(c1)N1C(c3ccccc3)=CC(c3ccccc3)C3CCCCC31N=2 (stereo not drawn) | 7.6 | 2.7 | 37.2 | 38.4 | 6.3 | 3.6 | 0.7 | 60.9*
CCCCOc1ccc(CN=C(N)N)cc1Cl | 39.7 | 2.4 | 11.7 | 11.5 | -2.0 | 12.6 | -2.4 | 46.8
CCOc1ccccc1N1CCN(C(=O)c2ccc3c(c2)OCO3)CC1 | 13.7 | 6.8 | 11.8 | 18.5 | 0.4 | 8.4 | 1.7 | 21.8
CC(=O)c1ccc(S(=O)(=O)Nc2ccc(C(=O)NCC(c3cccs3)N3CCOCC3)cc2)cc1 (stereo not drawn) | -4.7 | 21.2 | 3.5 | -0.7 | -1.8 | -6.0 | -1.3 | 11.6
CCOC(=O)c1sc(/N=C/c2c(O)ccc3ccccc23)cc1C | -2.8 | -13.5 | 12.6 | 17.5 | -1.5 | 8.2 | 3.0 | 14.9
COc1cc(C(=O)Nc2ccc(C(=O)c3cccs3)cc2)cc(OC)c1OC | 22.3 | 36.5* | 20.4 | 29.2 | -6.3 | 18.4 | -1.6 | 16.6
O=C(NNC(=S)NC1CC2C=CC1C2)c1cccnc1 (stereo not drawn) | 8.0 | -2.0 | 3.7 | 14.6 | 0.3 | 17.9 | 1.5 | -11.1
Cc1ccc2nc3sc(C(=O)N4CCCc5ccccc54)c(N)c3cc2c1 | 31.1 | -8.6 | 20.8 | 31.6 | 4.3 | 27.2 | 3.3 | 20.8
CCCn1c(N)c(C(=O)CSc2nc3ncc(Cl)cc3[nH]2)c(=O)n(C)c1=O | -0.5 | 1.5 | 3.8 | 9.6 | 2.2 | -0.4 | 0.5 | 23.4
Cc1cc(C)c[n+](-c2nc3ccccc3nc2[N-]S(=O)(=O)c2ccc(Br)s2)c1 | 2.5 | -1.8 | 19.5 | 6.3 | -2.3 | 20.6 | 1.5 | 19.2

Screens as filed in PubChem.
